IL1B NFkB pot – enhances IL-1B driven NFkB nuclear translocation. HUVEC IL-1B NFkB p65 nuclear translocation imaging. activation, % at 2 µM. 94,000 compounds, 0.3% hits. AID 819;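 active = activation above 40%, about the mean plus 3 SD, also judged a hit on visual image review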;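 note: percent activation is computed from the nuclear over cytoplasmic p65 intensity ratio; values of inactives mirror those of a sister screen read the other way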
NFkB transloc inh – blocks IL-1B driven NFkB nuclear translocation in HUVEC cells; HUVEC IL-1B NFkB p65 nuclear translocation imaging; inhibition, % at 2 µM; 94,000 compounds, 0.43% hits; AID 796;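 active = inhibition above about 30% together with a positive call from visual inspection of the well image, limit read from the data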;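 note: nuclear over cytoplasmic p65 intensity ratio measured by imaging; 0% = IL-1B stimulated DMSO wells and 100% = unstimulated DMSO wells; values of inactives mirror those of a sister screen read the other way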
MRP reversal – MRP-mediated drug resistance reversal. H69AR cells + 2 uM doxorubicin, CellTiter-Glo, 72 h. differential viability (reversal), % at 10 µM. 85,000 compounds, 0.04% hits. AID 602;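 active = viability drop by adding the cancer drug above about 55%, with treated viability meeting a 40% cutoff, limit read from the data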;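 note: viability without doxorubicin minus viability with 2 µM doxorubicin for each compound; larger differential means the compound sensitizes cells more to doxorubicin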
PLAP inhibition – inhibition of human placental alkaline phosphatase – biochemical, luminescence, HTS (AID 690). 96,000 compounds, 0.08% hits. purified PLAP, luminescent substrate; higher % means a stronger effect. inhibition, % at 20 µM; hits with a dose series show IC50 in µM; in the data active = a potency from the dose series; inactive = the rest, 99 in 100 with inhibition below about 30%; note: strong numbers were not always called active
Bcl-B TR3 displacers – displacers of TR3 peptide from Bcl-B, primary screen, selectivity assay for Bfl-1 inhibitor project, biochemical, fluorescence polarization; AID 748; FP displacement of FITC-TR3 peptide from Bcl-B; higher % means a stronger effect; 96,000 compounds, 0.11% hits; displacement, % at 20 µM, or IC50 in µM where a hit was titrated;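 active = displacement above 50% at 20 µM plus a fluorescence interference ratio under 1.5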;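 note: plate controls were wells without compound for no effect and wells lacking Bcl-B protein for full effect; a part of the inactive calls stands beside numbers as strong as those of hits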
MRP reversal cytotoxicity – also measured in MRP reversal; calls as there; viability, %; H69AR cells, CellTiter-Glo, 72 h; measured here: cytotoxicity without doxorubicin
MRP reversal with doxorubicin – recorded beside MRP reversal, whose call it bears; viability, %; measured here: viability with 2 uM doxorubicin; hits give low values
NFkB transloc inh cell count 2 µM – recorded beside NFkB transloc inh, whose call it bears; cell count; measured here: cells passing quality filter;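 raw number of nuclei counted in each imaged well without normalization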
IL1B NFkB pot cell count 2 µM – also measured in IL1B NFkB pot; calls as there; cell count; measured here: cells passing quality filter
An asterisk follows results filed as active; . = no result given. Only part of the results is shown (hit frequency here may not be typical).

entry	mol	IL1B NFkB pot	IL1B NFkB pot cell count 2 µM	NFkB transloc inh	NFkB transloc inh cell count 2 µM	MRP reversal
1	Cc1ccc(NC2CC(=O)N(c3ccc(C)cc3)C2=O)cc1 (configuration not stated)	-1	133	1	133	6
2	O=C1c2ccccc2C(=O)N1CCCCSc1nnc2c(Cl)cc(Cl)cn12	3	202	-3	202	5
3	COc1ccccc1C(=O)Nc1ccc(Oc2ncnc3sc(-c4ccccc4)cc23)cc1	1	116	-1	116	.
4	O=C(O)C1CCCN1C(=O)Oc1ccccc1 (configuration not stated)	-9	109	10	109	-1
5	Nc1ccc2nc(-c3cccs3)[nH]c2c1	-7	112	7	112	-23
6	COc1cc2nc(N3CCNCC3)nc(N)c2cc1OC	-2	154	2	154	1
7	Cc1ccc(C(=O)Nc2oc(-c3ccccc3)cc2C#N)cc1	14	95	-14	95	-4
8	O=c1n(S(=O)(=O)c2cccc3cccnc23)c2ccccc2n1S(=O)(=O)c1cccc2cccnc12	-16	57	16	57	-3
9	COc1ccc(C2NCCc3cc(OC)c(OC)cc32)cc1OC (configuration not stated)	.	.	.	.	-2
10	CCOC(=O)c1cccc(NC(=O)CN2CCN(c3ccc(OC)cc3)CC2)c1	-10	156	10	156	2
11	COc1ccc(C(=O)Nc2nncs2)c(OC)c1	6	63	-6	63	7
12	Cc1cc(NC(=O)COn2nnc3ccccc32)no1	-4	125	4	125	6

entry	MRP reversal cytotoxicity	MRP reversal with doxorubicin	PLAP inhibition	Bcl-B TR3 displacers
1	105	98	0%	-1%
2	89	84	-20%	14%
3	.	.	-21%	-15%
4	96	97	-6%	-2%
5	22	44	.	.
6	103	102	-7%	3%
7	98	102	-26%	0%
8	82	85	-53%	-10%
9	102	104	-12%	-2%
10	72	69	-67%	-2%
11	97	90	-13%	4%
12	95	89	-20%	1%

(listing goes on)
entry	mol	IL1B NFkB pot	IL1B NFkB pot cell count 2 µM	NFkB transloc inh	NFkB transloc inh cell count 2 µM	MRP reversal
13	CCc1ccccc1N(C(=O)Cn1nnc2ccccc21)C(C(=O)NCCOC)c1ccco1 (configuration not stated)	12	99	-12	99	-2
14	Cc1cc(C(=O)CN2C(=O)CCC2=O)c(C)n1Cc1ccccc1	-6	114	6	114	-18
15	CCCc1[nH]n(-c2nc3ccccc3s2)c(=O)c1C=NCC1CCCO1 (configuration not stated)	8	193	-8	193	6
16	C#CCSc1nnc(-c2sc(-c3ccccc3)nc2C)n1C	14	124	-14	124	.
17	CCCC1C(c2ccco2)NC(c2ccco2)CC1(C)O (configuration not stated)	-10	95	10	95	13
18	CCCCC(CC)COC1(c2ccccc2)OC(=O)c2ccccc21 (configuration not stated)	-11	76	11	76	.
19	O=C1CCCC2=C1C(c1ccc(Br)cc1)c1c([nH]c(=S)[nH]c1=O)N2 (configuration not stated)	-18	111	18	111	2
20	C=CCOc1ccc(/C=N/n2cncn2)cc1OC	-2	172	2	172	0
21	O=C(c1ccc2ccccc2n1)N1CCN(c2ccccc2)CC1	4	169	-4	169	-1
22	Cc1cc(C)nc(N(C#N)Cc2ccccc2)n1	-13	144	13	144	17
23	Cc1cc(Oc2ccc(C#N)cc2)nc(N2CCOCC2)n1	-37	177	37*	177*	2
24	Cc1ccc(NCc2nnc(SCc3ccc(C#N)cc3)n2Cc2ccco2)c(C)c1	-2	185	2	185	-6

entry	MRP reversal cytotoxicity	MRP reversal with doxorubicin	PLAP inhibition	Bcl-B TR3 displacers
13	82	84	-56%	2%
14	85	102	-30%	17%
15	73	66	-40%	-2%
16	.	.	20%	11%
17	102	90	-3%	7%
18	.	.	-10%	4%
19	90	88	-44%	-3%
20	99	99	16%	-9%
21	97	98	-4%	-1%
22	92	75	-13%	-4%
23	75	73	-12%	12%
24	73	79	-55%	-24%

Next section
entry	mol	IL1B NFkB pot	IL1B NFkB pot cell count 2 µM	NFkB transloc inh	NFkB transloc inh cell count 2 µM	MRP reversal
25	CC(=O)c1sc(NC(=O)C2(F)C(F)(F)C(F)(F)C(F)(F)C(F)(F)C2(F)F)nc1C	.	.	.	.	-10
26	CSCCC(NC(=O)c1occc1C)C(=O)O (configuration not stated)	15	142	-16	142	-10
27	COCCNC(=O)C(c1ccc(C)o1)N(C(=O)c1snc(C(N)=O)c1N)c1ccc(C)cc1 (configuration not stated)	9	126	-9	126	7
28	CCOC(=O)CSc1n[nH]c(NC(=O)c2ccc(F)cc2)n1	-2	129	2	129	.
29	COc1ccc2ccccc2c1CN1CCN(C)CC1	.	.	.	.	-2
30	Cc1ccc(S(=O)(=O)N2CCC(C(=O)OC(C)C(=O)NCc3ccc4c(c3)OCO4)CC2)cc1 (configuration not stated)	27	172	-27	172	16
31	Cn1c2c(c(=O)n(C)c1=O)C1c3cc(Cl)ccc3OCC1CO2 (configuration not stated)	-5	147	5	147	9
32	COC(=O)c1ccc(C(=O)OC)c(NC(=O)CSc2ccccn2)c1	-1	53	-1	123	12
33	COc1cccc(C2C3=C(N=C4SCC(=O)N42)c2ccccc2CC3)c1OC (configuration not stated)	3	123	-3	123	16
34	CC(=O)NC1(c2nnnn2CCOC(=O)Nc2ccc(Cl)cc2)CCCCC1	-10	147	10	147	.
35	COc1ccc(N2C(=O)C3CCCN3C2c2ccccc2OC)cc1 (configuration not stated)	-7	172	7	172	3
36	Cc1cc(NCCCn2ccnc2)n2c(nc3ccccc32)c1C#N	0	146	0	146	-2

entry	MRP reversal cytotoxicity	MRP reversal with doxorubicin	PLAP inhibition	Bcl-B TR3 displacers
25	12	22	-25%	-33%
26	99	109	10%	16%
27	87	80	-8%	1%
28	.	.	9%	-6%
29	99	101	-7%	-2%
30	105	89	-14%	-23%
31	98	88	-34%	5%
32	86	74	19%	-4%
33	77	62	-3%	-8%
34	.	.	-44%	0%
35	90	88	-70%	-8%
36	93	95	22%	-3%

Continuation.
entry	mol	IL1B NFkB pot	IL1B NFkB pot cell count 2 µM	NFkB transloc inh	NFkB transloc inh cell count 2 µM	MRP reversal
37	CC(C)CNC(=O)C1C2C=CC(C2)C1C(=O)O (configuration not stated)	35	114	-35	114	-5
38	Cc1ccc(-n2[nH]c(C)c(/C=N/n3c(C)nc4ccccc4c3=O)c2=O)cc1	0	85	0	85	-15
39	CC1CN(C2CCN(S(=O)(=O)c3ccc4ccccc4c3)CC2)CC(C)O1 (configuration not stated)	.	.	.	.	-3
40	Cc1ccc(S(=O)(=O)CCC(=O)Nc2nc3c(s2)CCCC3)cc1	2	174	-2	174	-20
41	Cc1c(Nc2ncnc3c2cnn3-c2ccccc2)c(=O)n(-c2ccccc2)n1C	1	139	-1	139	12
42	Cc1cc(NC(=O)c2ccccc2Cl)c(C(C)C)cc1O	-7	167	7	167	.
43	Nc1nc2ccc(C(=O)NC3CCCCC3)cc2s1	10	102	-10	102	7
44	CC1(C)Oc2cc(N)c([N+](=O)[O-])cc2O1	-6	145	6	145	.
45	Cc1nc2sc3c(c2c(=O)o1)CC(C)(C)OC3	10	98	-10	98	-13
46	COc1cccc(C(=O)N(Cc2ccccc2)Cc2cc3cc4c(cc3[nH]c2=O)OCCO4)c1	-9	161	9	161	-2
47	CCOC(=O)Cc1c(C)c2c(C)nn(-c3ccccc3)c2oc1=O	33	147	-33	147	8
48	O=c1cc(CSc2nnc(Nc3ccccc3)s2)nc2sccn12	-13	165	13	165	.

entry	MRP reversal cytotoxicity	MRP reversal with doxorubicin	PLAP inhibition	Bcl-B TR3 displacers
37	89	94	23%	-12%
38	67	82	-54%	-13%
39	86	89	-42%	1%
40	24	44	4%	3%
41	92	80	10%	-4%
42	.	.	-4%	4%
43	101	94	8%	0%
44	.	.	31%	7%
45	90	104	5%	3%
46	82	84	-2%	-16%
47	94	86	13%	-4%
48	.	.	10%	17%

3 structures out of the list, arranged by number of heavy atoms, ascending:
entry	mol	IL1B NFkB pot	IL1B NFkB pot cell count 2 µM	NFkB transloc inh	NFkB transloc inh cell count 2 µM	MRP reversal
43	Nc1nc2ccc(C(=O)NC3CCCCC3)cc2s1	10	102	-10	102	7
40	Cc1ccc(S(=O)(=O)CCC(=O)Nc2nc3c(s2)CCCC3)cc1	2	174	-2	174	-20
41	Cc1c(Nc2ncnc3c2cnn3-c2ccccc2)c(=O)n(-c2ccccc2)n1C	1	139	-1	139	12

entry	MRP reversal cytotoxicity	MRP reversal with doxorubicin	PLAP inhibition	Bcl-B TR3 displacers
43	101	94	8%	0%
40	24	44	4%	3%
41	92	80	10%	-4%

The listing picks up, starting 3 compounds before the break.
entry	mol	IL1B NFkB pot	IL1B NFkB pot cell count 2 µM	NFkB transloc inh	NFkB transloc inh cell count 2 µM	MRP reversal
46	COc1cccc(C(=O)N(Cc2ccccc2)Cc2cc3cc4c(cc3[nH]c2=O)OCCO4)c1	-9	161	9	161	-2
47	CCOC(=O)Cc1c(C)c2c(C)nn(-c3ccccc3)c2oc1=O	33	147	-33	147	8
48	O=c1cc(CSc2nnc(Nc3ccccc3)s2)nc2sccn12	-13	165	13	165	.
49	O=C1C=C(Nc2ccc(O)cc2)CC(c2ccco2)C1 (configuration not stated)	6	143	-6	143	-28
50	Cn1c(=O)cc(OCCCC(=O)N2CCN(c3ccccn3)CC2)c2ccccc21	17	155	-17	155	.
51	N#Cc1c(-c2ccc(F)cc2)nc2n(c1=O)CCS2	-3	153	3	153	6
52	Cc1ccc(C)c(S(=O)(=O)Nc2ccc3sc(C)nc3c2)c1	-4	173	4	173	-35
53	Oc1ccc2ccccc2c1/C=N/Nc1nnc(-c2ncc[nH]2)c2ccccc12	1	122	0	122	.
54	COc1ccc(N2C(=O)C(Cl)=C(N(CCO)Cc3ccccc3)C2=O)cc1	17	91	-17	91	.
55	COc1cc(SC)ccc1C(=O)Nc1ccc(S(=O)(=O)N2CCCC2)cc1	.	.	.	.	7
56	CCN1CCCC1CNC(=O)c1cn(CC)c2ccc(S(=O)(=O)N3CCCCCC3)cc2c1=O (configuration not stated)	20	84	-20	84	-1
57	O=S(=O)(O)c1nnc2sc3ccccc3n12	9	145	-9	145	-17
58	Cc1cc(C(=O)Nc2ccccc2C#N)n(-c2ccccc2)n1	-2	70	2	70	8
59	C=CCOc1ccc(/C=C/C(C)=N\O)cc1	5	172	-5	172	-34

entry	MRP reversal cytotoxicity	MRP reversal with doxorubicin	PLAP inhibition	Bcl-B TR3 displacers
46	82	84	-2%	-16%
47	94	86	13%	-4%
48	.	.	10%	17%
49	26	54	.	.
50	.	.	-32%	-10%
51	86	79	28%	5%
52	41	77	.	.
53	.	.	-39%	-184%
54	.	.	-25%	4%
55	70	63	5%	-6%
56	70	71	-62%	1%
57	91	109	1%	0%
58	91	83	6%	1%
59	44	78	4%	9%
